GPR7 antagonist: antagonists of human GPR7 (neuropeptides B/W receptor 1) | P48145 | GPR7-expressing cells, fluorescence antagonist assay | inhibition, % at 4.4 µM | 290,000 compounds, 1.1% hits | AID 1861; in the data active = inhibition above about 16%, passing the limit was not always enough;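 also: cells stimulated with the agonist NPW; 0% = agonist with vehicle and 100% = vehicle without agonist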
Target sequence (P48145 whole entry, looked up): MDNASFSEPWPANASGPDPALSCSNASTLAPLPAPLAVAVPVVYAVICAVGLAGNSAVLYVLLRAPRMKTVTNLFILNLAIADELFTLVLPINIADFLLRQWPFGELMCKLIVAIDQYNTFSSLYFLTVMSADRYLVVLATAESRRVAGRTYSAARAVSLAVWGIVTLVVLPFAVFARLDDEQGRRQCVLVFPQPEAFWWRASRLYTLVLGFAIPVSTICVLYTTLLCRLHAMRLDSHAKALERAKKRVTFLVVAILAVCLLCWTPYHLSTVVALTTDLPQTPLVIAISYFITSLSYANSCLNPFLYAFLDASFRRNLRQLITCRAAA
CHO-K1 Ca ag: M1 agonist counterscreen hit in parental CHO-K1 cells | Fluo-8 calcium fluorescence; scaled to maximal ATP response, vehicle zero | activation, % at 3 µM | 360,000 compounds, 0.48% hits | AID 602248; in the data active = activation above about 15%;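 also: untransfected CHO-K1 host cells lacking M1 receptor as counterscreen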
CHO parental Ca: counter-screen: ATP calcium response change in parental CHO cells; AID 463079; 330,000 compounds, 0.63% hits; inhibition, % at 5.6 µM; parental CHO-K1, ATP-induced calcium, Fluo-8 fluorescence;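 active = inhibition above that plate's mean sample inhibition plus 3 SD, cut at about 26% in these data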;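 also: 0% = ATP-challenged DMSO wells and 100% = DMSO wells without ATP; some compounds past the cut are filed as inactive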
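Test system: untransfected parental CHO cell line; also added: ATP stimulus; dosing: 5.6 µM, single dose; signal: calcium-sensitive Fluo-8 fluorescence; measure: percent inhibition of ATP-evoked calcium rise, normalized to controls; benchmarks: low control ATP plus DMSO, high control DMSO only; replication: one well per compound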
TAAR1 antag: antagonists of human TAAR1; 360,000 compounds, 1.5% hits; AID 624466; Q96RJ0; inhibition, % at 3 µM; CHO RD-HGA16 TAAR1, Fluo-8 calcium fluorescence, antagonist;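 active = inhibition above a per-plate cutoff, the mean inhibition of test compounds on that plate plus 3 SD, cut at about 49% in these data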;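 also: 0% = DMSO plus EC80 beta-PEA response and 100% = DMSO alone without agonist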
Target sequence (Q96RJ0 whole entry, looked up): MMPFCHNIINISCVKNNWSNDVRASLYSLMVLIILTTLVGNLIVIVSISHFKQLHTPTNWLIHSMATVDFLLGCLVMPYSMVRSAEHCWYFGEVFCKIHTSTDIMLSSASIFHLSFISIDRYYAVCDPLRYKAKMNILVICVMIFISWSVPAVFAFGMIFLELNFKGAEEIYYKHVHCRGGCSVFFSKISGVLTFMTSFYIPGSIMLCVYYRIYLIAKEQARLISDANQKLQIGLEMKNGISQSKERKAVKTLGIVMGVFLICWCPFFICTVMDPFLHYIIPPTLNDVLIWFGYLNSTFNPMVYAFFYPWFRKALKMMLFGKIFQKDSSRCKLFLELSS
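Test system: CHO RD-HGA16 cells bearing hTAAR1 | Reagent: β-PEA, EC80 | Compound dosing: 3 µM, single point | Schedule: Dye loading 75 min at 37 °C, then 30 min room temperature | Signal: Calcium fluorescence with Fluo-8 | Evaluation: Percent inhibition of PEA-evoked calcium signal, max/basal emission ratio | Control set: DMSO-only wells and EC80 β-PEA-stimulated wells | Repeats: Singlicate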
OXTR potentiate: human OXTR potentiation | P30559 | CHO-OTR cells, Fluo-8 calcium fluorescence, potentiator mode; 0% = oxytocin EC15, 100% = EC100 | activation, % at 3 µM | 320,000 compounds, 0.061% hits;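 active = activation above that plate's cutoff, the mean activation of tested compounds plus 3 SD, cut at about 6.6% in these data, passing the limit was not always enough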;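 also: 100% uses oxytocin at 75 nM as the full agonist control; some results filed as inactive read as strong as hits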
Target sequence (P30559 whole entry, looked up): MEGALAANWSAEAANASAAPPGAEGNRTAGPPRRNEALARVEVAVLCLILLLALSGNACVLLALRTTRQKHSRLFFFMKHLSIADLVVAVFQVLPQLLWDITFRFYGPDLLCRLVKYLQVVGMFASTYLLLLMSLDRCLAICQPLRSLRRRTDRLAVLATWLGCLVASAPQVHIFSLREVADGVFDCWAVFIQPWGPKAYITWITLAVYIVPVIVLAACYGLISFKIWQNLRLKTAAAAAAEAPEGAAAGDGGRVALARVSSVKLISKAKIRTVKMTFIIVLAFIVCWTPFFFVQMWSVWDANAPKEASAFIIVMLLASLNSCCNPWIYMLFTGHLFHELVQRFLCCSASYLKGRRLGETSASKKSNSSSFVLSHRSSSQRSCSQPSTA
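System: human OTR in CHO cells / Also added: sub-maximal oxytocin, roughly EC15 / Control set: EC15 oxytocin low, 75 nM oxytocin high / Schedule: 6 min compound pre-incubation at room temperature, 100 s kinetic read / Compound: single-point 3.0 µM / Replication: singlicate / Technique: Fluo-8 calcium dye fluorescence / Read-out basis: % activation of max/min ratio relative to oxytocin controls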
CHO-K1 Ca antag: counter-screen for M1 antagonists: effect in parental CHO-K1 cells. ATP-induced calcium, Fluo-8 fluorescence. inhibition, % at 3 µM. 360,000 compounds, 0.6% hits. AID 602250;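 active = inhibition above a per-plate cutoff, the plate's mean sample inhibition plus 3 SD, cut at about 24% in these data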;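 also: 0% = DMSO plus EC80 ATP and 100% = DMSO alone without ATP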
OXTR agonist: activates the human oxytocin receptor; P30559; CHO-OTR cells, Fluo-8 calcium fluorescence; normalized: DMSO 0%, oxytocin 100%; activation, % at 3 µM; AID 2435; 320,000 compounds, 0.32% hits;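 active = activation above the mean of all tested compounds plus 3 SD, cutoff set per screening run, cut at about 20% in these data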;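 also: peak over basal fluorescence ratio from a 100 s FLIPR kinetic read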
V1aR counter: V1a receptor agonism, counter-screen for OXTR agonists | CHO-V1R cells, Fluo-8 calcium fluorescence, agonist mode; 0% DMSO, 100% 3 nM vasopressin | activation, % at 3 µM | 320,000 compounds, 0.25% hits;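 active = activation above the mean activation of all tested compounds plus 3 SD, per screening run, cut at about 20% in these data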;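 also: signal is peak over basal fluorescence ratio across a 100 second FLIPR read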
CHO-K1 Ca PAM: nonselective activator or artifact in parental CHO-K1 calcium assay; ATP EC20, Fluo-8 calcium fluorescence; 0% at ATP EC20, 100% at ATP max; activation, % at 3 µM; 360,000 compounds, 0.02% hits;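 active = activation above the run cutoff, the mean activation of all test compounds plus 3 SD, cut at about 40% in these data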;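 also: peak over basal fluorescence ratio in a 140 s read after ATP addition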
* hit, by the source's call; . = no result given.

Structure	TAAR1 antag	OXTR agonist	CHO-K1 Ca PAM	CHO-K1 Ca antag	V1aR counter	CHO-K1 Ca ag	CHO parental Ca	GPR7 antagonist	OXTR potentiate
CC(OC(=O)c1ccco1)C(=O)NCc1cccs1 (stereo unspecified)	-8	0.2	-3	-6	0.7	0.1	3	-2	-11
Cn1cc(C(=O)NCc2cccs2)c(=O)c2cc(S(=O)(=O)N3CCCC3)ccc21	-6	-1.3	14	-1	0.6	0.2	-6	-6	-7
Cc1cc(F)ccc1S(=O)(=O)N1CCCCC1CCNC(=O)C(=O)NCc1ccccn1 (stereo unspecified)	-29	-2.6	8	-5	-1.2	0.1	-34	.	-2
Cc1oc(-c2ccccc2Cl)nc1CSCC(=O)NC1CCCC1	-27	-1.6	-6	-17	0.7	0.2	-24	3	-14
O=C(N/N=C/c1ccc(Br)o1)c1ccc2c(c1)OCCO2	8	0.0	22	-11	-0.3	2.4	-7	-8	-7
CC(C)(C)NC(=O)/C(=C/c1ccco1)c1ccccc1	-5	-2.5	12	1	-1.2	0.2	-12	2	4
O=C(Nc1c(Cl)cc(Cl)cc1C(=O)NCC1CCCO1)c1ccco1 (stereo unspecified)	-1	-0.7	15	1	10	0.0	-13	-8	-4
COc1ccc(-c2ccc(C(=O)O)c(=O)[nH]2)cc1	-1	0.3	12	-1	1.7	0.1	-10	-9	-6
COc1ccc(CN(C)C(=O)Cc2ccc(OC)c(S(=O)(=O)N3CCOCC3)c2)cc1OC	1	-0.7	-8	-1	0.7	0.1	-11	.	-4
Cn1nccc1C(=O)N1CCCC(N2CCN(Cc3ccc4c(c3)OCO4)CC2)C1 (stereo unspecified)	-26	.	12	-2	.	0.6	.	0	.
CCCCCc1ccc(OCCC[n+]2ccccc2)c(CCCCC)c1	-22	0.1	17	-4	-0.6	7.9	4	6	-7
N/C(=N\c1nc(C(F)(F)F)cc(=O)[nH]1)Nc1ccc(Cl)cc1	.	5.5	.	.	7.3	.	6	-2	-12
O=C(Cn1nnc(-c2ccccc2)n1)N1CCN(S(=O)(=O)c2ccc(Cl)cc2)CC1	-2	4.7	15	-4	3.1	0.7	-11	-10	-12
CC(C)C(OC(=O)c1nsc(Cl)c1Cl)C(=O)NCc1ccc2c(c1)OCO2 (stereo unspecified)	-15	-1.4	-13	-19	-0.8	0.3	-24	-10	-1
COc1cc(OC)c(C2Nc3ccccc3NC3=C2C(=O)CC(C)(C)C3)cc1OC (stereo unspecified)	-5	0.2	21	-9	0.7	1.3	-9	-14	3
CCC(C)N(C(=O)Cn1nnc(-c2ccc(Cl)cc2)n1)C1CCS(=O)(=O)C1 (stereo unspecified)	5	0.9	9	4	1.2	2.1	10	.	-13
COc1ccc(NS(=O)(=O)c2cc(NC(=O)c3cc(=O)c4ccccc4o3)ccc2OC)cc1	64*	-0.8	-9	-13	-0.4	1.4	-3	-11	-14
O=c1c2oc3ccccc3c2ncn1Cc1ccccc1Cl	-28	-2.3	8	6	1.5	0.8	-23	18	-16
S=c1[nH]nc(-c2cccs2)n1/N=C/c1cn(-c2ccccc2)nc1-c1ccc(Cl)cc1	-46	0.7	17	-8	0.6	0.5	-6	-9	0
O=C(Nc1ccccc1F)C1CCN(S(=O)(=O)c2cccnc2)CC1	-47	1.1	-1	0	0.9	0.0	9	2	-3
CC(C)CN(CC(C)C)CC(O)CN(c1ccccc1)S(=O)(=O)c1ccccc1[N+](=O)[O-] (stereo unspecified)	-23	-2.2	14	-22	-1.5	-0.4	-20	-9	-3
O=C(c1ccc(=O)[nH]n1)N1CCN(S(=O)(=O)c2ccc3ccccc3c2)CC1	-7	0.5	-13	2	6.5	0.5	-13	-1	-3
CCOc1ccc(-c2cc(C(=O)NCCOC)[nH]n2)c(C)c1	-2	.	1	5	.	0.2	.	.	.
O=C(OCc1nnc(-c2ccccc2)o1)c1cccc(S(=O)(=O)N2CCOCC2)c1	-20	1.6	-2	-3	0.9	4.3	-16	.	-1
N=C1C(c2nc3ccccc3s2)=C(O)CN1CCCO	11	-0.1	10	-7	-1.0	-0.2	-8	-2	-6
C=CCOc1ccc(CN(C)CC(O)COc2ccc(CCC(C)=O)cc2)cc1 (stereo unspecified)	-13	4.7	19	-15	2.3	4.0	-8	-16	2
Cc1nc2ccccc2c2c1C(=O)N(C(C)C)C2=O	-13	0.6	24	-26	0.1	1.6	-7	-6	8
Cc1nnc(SCC(=O)Nc2ccccc2)[nH]c1=O	-2	0.0	21	-26	0.4	0.3	-5	-5	2
COc1ccc([C@H]2CC(=O)C=C(c3ccc4ccccc4c3)C2)cc1OC	24	0.7	1	-1	-0.1	0.2	-28	.	-5
Cc1c(NC(=O)CN(c2ccccc2)S(=O)(=O)c2ccc(F)cc2)c(=O)n(-c2ccccc2)n1C	10	-1.3	-18	8	-0.4	1.2	-1	-2	-6
O=C(NC1=NCCS1)C1CCN(S(=O)(=O)c2cc([N+](=O)[O-])ccc2Cl)CC1	-9	1.4	7	-11	0.9	1.0	-14	.	-2
COc1ccc(Nc2nnc(-c3ccncc3)s2)cc1Cl	-15	-0.7	6	-12	0.7	1.8	-1	14	-8
N#Cc1c(NC(=O)c2ccc([N+](=O)[O-])o2)sc2c1CCC2	-20	18	-8	-27	9.9	6.7	10	-10	-10
Cc1ccccc1OCCC(=O)OCC(=O)NC1CCCCC1	-32	-1.8	-5	6	-1.3	0.3	-11	.	1
Cc1ccc(C(C)C)c(OCC(=O)NN=C(CCl)CCl)c1	.	0.1	.	.	0.8	.	-20	3	-3
COc1ccc(Nc2nc3ccccc3nc2C)cc1	-14	-1.2	12	-24	0.0	1.2	-18	5	2
O=C(C1=C[C@@H](c2ccc(C(F)(F)F)cc2)C[C@@H](OCc2ccc(CO)cc2)O1)N1CCOCC1	-1	1.5	-14	-6	1.1	0.4	-23	-19	-14
Clc1ccccc1CSc1nnc(-c2ccccn2)n1Cc1ccco1	18	3.9	16	-2	3.0	1.8	-24	1	-20
O=C(N/N=C/c1cn(-c2ccccc2)nc1-c1ccc(F)cc1)c1ccc2c(c1)OCO2	22	-1.1	15	-5	1.3	1.2	12	-1	-1
S=C1NC2=C(CCC/C2=C\c2ccc(Cl)cc2)C(c2ccc(Cl)cc2)N1 (stereo unspecified)	-32	-2.4	11	-13	-1.4	-0.5	-15	1	-1
CC1CCc2[nH]c3ccc(C(=O)Nc4ccc(C(=O)N(C)C)cc4)cc3c2C1 (stereo unspecified)	-17	0.9	3	-7	0.5	0.7	-14	-11	-8
CCN(Cc1ccccc1)C(=O)CCCOc1ccccc1	1	-1.2	8	-12	-0.9	-0.1	-11	14	-5
CCCSC1=N/C(=C\C=C\c2ccco2)C(=O)S1	6	1.5	9	-4	-0.1	0.1	-4	-2	-4
Cc1noc(C)c1S(=O)(=O)N(CC(=O)NC1CCC(C)CC1)c1ccc(C(C)C)cc1 (stereo unspecified)	0	-1.7	14	-19	0.2	0.1	-24	3	-6
CCCN1CCN(c2ncnc3scc(C4COc5ccccc5O4)c23)CC1 (stereo unspecified)	18	-0.9	7	6	-1.3	3.9	-23	-4	-8
CC(=O)Nc1cccc(N(C)S(C)(=O)=O)c1	-27	1.5	12	-11	-0.5	0.4	0	-11	2
c1ccc(NCc2ccccn2)cc1	10	-0.4	9	-5	1.5	0.3	-6	-4	-3
COc1ccccc1CNC(=O)Cn1cc(Br)ccc1=O	-10	1.1	-7	2	0.4	1.9	-13	-14	0
CN=C(NC1CCCCC1)c1ccc(Cl)cc1	-18	-0.6	0	2	0.8	1.2	3	-1	2
Cn1cc(S(=O)(=O)N2CCc3ccccc32)cc1C(=O)NC(C)(C)C	-18	1.0	-13	26*	4.7	5.5	33*	-3	-5

(continued)
Structure	TAAR1 antag	OXTR agonist	CHO-K1 Ca PAM	CHO-K1 Ca antag	V1aR counter	CHO-K1 Ca ag	CHO parental Ca	GPR7 antagonist	OXTR potentiate
CCOC(=O)C1CCCN(Cc2nc(N)nc(Nc3ccccc3OC)n2)C1 (stereo unspecified)	4	-0.4	20	-11	0.3	1.0	8	0	-4
CCOC(=O)N1CCN(S(=O)(=O)N2CCCC(C(=O)NCc3ccccc3Cl)C2)CC1 (stereo unspecified)	-3	-0.7	7	-9	0.5	5.6	-18	0	-3
COc1ccc(CNC(=O)Cn2nnc(-c3ccc(NC(=O)C4CCCCC4)cc3)n2)cc1	-8	0.0	19	-10	0.1	0.9	1	0	-12
Cc1cc(C(=O)COC(=O)c2n[nH]c3ccccc23)c(C)n1CC1CCCO1 (stereo unspecified)	2	5.4	17	-3	8.3	3.3	-15	1	-6
CNC(=O)/C(C#N)=C1/SC(Cc2ccc(F)cc2)C(=O)N1c1ccccc1 (stereo unspecified)	2	4.2	12	-7	1.8	3.3	-11	-9	-3
N#C/C(=C(/O)COc1ccccc1)c1nc2ccccc2s1	19	9.7	17	-2	6.2	2.6	2	-16	-13
CC(C(=O)N1CCCCC1)N1C(=O)c2ccccc2C1=O (stereo unspecified)	8	-0.1	9	0	1.0	0.2	-2	-6	-15
O=C(COc1cccc(-n2cnnn2)c1)Nc1ccccc1	18	0.5	1	-12	-0.1	1.5	1	0	-4
CC(C)c1ccc(OCC(O)CN2CCN(c3ccccn3)CC2)cc1 (stereo unspecified)	-10	0.8	5	-3	1.5	1.2	-24	-22	-8
O=C(CCNC(=O)c1ccccc1Cl)Nc1cc(C(F)(F)F)ccc1N1CCCC1	-4	-0.4	2	-6	0.7	1.1	-29	22	1
COc1ccc(CCNC(=O)CNCC2CCCO2)cc1OC (stereo unspecified)	3	0.4	13	-19	-0.3	0.2	-6	1	-1
C=C(C)c1cccc(C(C)(C)NC(=O)Nc2ccc(Cl)cn2)c1	9	0.2	14	4	4.8	5.8	-26	-4	-8
COc1ccc(C(=O)c2sc(Nc3ccccc3)nc2N)cc1OC	4	-3.0	22	4	-1.1	-0.1	-41	-26	8
CCc1ccccc1NC(=O)CN1CCN(CC(=O)Nc2cc(C)ccc2OC)CC1	-2	1.4	-9	-9	0.9	0.9	-12	2	-10
CC1CCCC(C)N1C(=O)COC(=O)c1cc(=O)[nH]c2ccccc12 (stereo unspecified)	1	-0.3	5	-9	0.8	0.0	-8	.	-11

No enrichment for hits, and some 3.5% of all compounds hit somewhere here.
